CRE Fsk mod: Cell signaling CRE-BLA (Fsk stim). AID 662, 2007. Potency, µM (doses to about 38.2 µM), for inactives: at the top dose activity change, negative = inhibition, hits mostly activators. CHO CRE-bla reporter (cAMP response element driving beta-lactamase), forskolin EC10, beta-lactamase ratio. actives 2.5% (n = 71,000); active = well fitted activation curve with a large enough effect in the signal ratio, with a control signal flat, not every such curve was filed as active; inconclusive = small, poorly fitted or top-dose-only effect, or effect the other way, or a change in a side signal; the % refers to the signal ratio; also: potency is read from the fitted curve at half-maximal effect; % of control where 0% means no effect
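CRE-bla CHO reporter cells treated with compound titration plus EC10 NKH 477 (water-soluble forskolin), incubated 3 h at 37 °C; CCF4 loading 2 h at room temperature, 460/530 nm emission ratio read, AC50 values derived for positive or negative modulators.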
FLuc inh: qHTS Assay for Inhibitors of Firefly Luciferase | purified firefly luciferase, luminescence, 8 min | Luciferin 4-monooxygenase (Photinus pyralis), P08659 | Potency, µM (series often up to 57.1 µM), for the others: top-dose activity change, negative = inhibition, usual class: inhibitors | actives 2.2% (n = 72,000) | AID 411, 2009; also: potency is read from the fitted curve at half-maximal effect; % is scaled to controls: 0 for no effect and ±100 for the full control effect; nearly all actives have a fitted effect of over 40% in size
Target sequence (P08659 whole entry, looked up): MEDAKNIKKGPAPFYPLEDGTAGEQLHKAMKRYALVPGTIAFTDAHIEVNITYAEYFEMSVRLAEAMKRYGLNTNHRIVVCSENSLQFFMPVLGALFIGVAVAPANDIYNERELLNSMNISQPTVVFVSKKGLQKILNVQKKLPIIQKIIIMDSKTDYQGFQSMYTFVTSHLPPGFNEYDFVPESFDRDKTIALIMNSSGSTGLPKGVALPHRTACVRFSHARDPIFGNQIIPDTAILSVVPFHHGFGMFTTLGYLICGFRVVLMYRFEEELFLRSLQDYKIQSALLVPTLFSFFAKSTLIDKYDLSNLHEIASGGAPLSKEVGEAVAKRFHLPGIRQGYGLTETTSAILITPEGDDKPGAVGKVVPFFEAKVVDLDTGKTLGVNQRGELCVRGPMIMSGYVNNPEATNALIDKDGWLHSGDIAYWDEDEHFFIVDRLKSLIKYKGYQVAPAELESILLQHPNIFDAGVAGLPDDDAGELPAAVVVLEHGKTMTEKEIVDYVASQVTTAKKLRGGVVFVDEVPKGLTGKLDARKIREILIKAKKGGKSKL
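Firefly luciferase (PKLight detection mix) with 10 uM ATP in pH 7.2 imidazole buffer (KCl, MgCl2, Tween 20, BSA). Compounds tested across a concentration series (qHTS). Luminescence read after 8 min at ambient temperature.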
ERK AVP inh: qHTS Assay for Inhibitors of the ERK Signaling Pathway using a Homogeneous Screening Assay | Potency, µM (top dose mostly 57.5 µM), for inactives: at the highest dose activity, negative = inhibition, hits mostly inhibitors | actives 0.99% (n = 72,000) | HEK293-V1b, vasopressin-stimulated pERK AlphaScreen | AID 995, 2007; also: potency is read from the fitted curve at half-maximal effect; % is scaled to controls: 0 for no effect and ±100 for the full control effect; nearly all actives have a fitted effect of over 55% in size
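HEK293 cells stably expressing V1b receptor, seeded overnight in 1% FBS, were treated with compounds for 30 min at 37C, then stimulated 5 min with 25 nM vasopressin; phospho-ERK read by AlphaScreen SureFire after lysis.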
DNA Pol III inh: qHTS Assay for Inhibitors of DNA Polymerase III Holoenzyme System. actives 0.25% (n = 71,000). reconstituted DNA polymerase III holoenzyme replication, biochemical. Potency, µM (titrated, usually from 57.1 µM), for inactives: top-dose activity change, negative = inhibition. AID 603, 2007; also: potency is read from the fitted curve at half-maximal effect; % is scaled to controls: 0 for no effect and ±100 for the full control effect
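Reconstituted *E. coli* holoenzyme (0.35 nM Pol III, 1 nM beta, 154 nM SSB, 2 nM primase) was preincubated with compound for 15 min at RT. Synthesis on 1.4 nM ssM13Gori ran 35 min, then was stopped with PicoGreen/EDTA and read as dsDNA fluorescence.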
Texas Red fluor: qHTS Assay for Spectroscopic Profiling in Texas Red Spectral Region; actives 0.06% (n = 59,000); Compound fluorescence, Texas Red channel, 547/618 nm; active compounds read high; max dye-equivalent concentration, M; in the data active = max dye-equivalent concentration above about 10 nM; inconclusive = between about 1.1 nM and that limit
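Texas Red-region profiling: compounds in 100 mM Tris pH 8.0 were read at 547/618 nm after 15 min at room temperature. Intensities were normalized against a six-point Texas Red standard series to give dye-equivalent concentration.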
ALOX15 inhib: qHTS Assay for Inhibitors of 15-hLO (15-human lipoxygenase) | AID 887, 2007 | Potency, µM (top dose mostly 57.1 µM), inactives show at the top dose activity change, negative = inhibition, most hits filed as inhibitors | Polyunsaturated fatty acid lipoxygenase ALOX15 (Homo sapiens), P16050 | actives 1.4% (n = 74,000) | purified 15hLO-1, xylenol orange hydroperoxide absorbance; also: potency is read from the fitted curve at half-maximal effect; % is scaled to controls: 0 for no effect and ±100 for the full control effect; nearly all actives have a fitted effect of over 55% in size
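Inhibition is scored from a chromogenic endpoint. After 15 min enzyme-compound contact, arachidonic acid (50 uM final) reacts 6 min with 40 nM 15hLO-1 at room temperature, then Fe-XO reagent is added for 30 min and absorbance ratio recorded.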
Rhodamine fluor: qHTS Assay for Spectroscopic Profiling in Rhodamine Spectral Region. Rhodamine-region fluorescence, 547/598 nm, Tris buffer; active compounds read high. max dye-equivalent concentration, M. actives 0.05% (n = 59,000); in the data active = max dye-equivalent concentration above about 11 nM; inconclusive = between about 1.1 nM and that limit
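Steps: pin-transfer compounds into pH 8.0 Tris (100 mM), hold 15 min at room temperature, image with a 547/598 nm filter pair, and convert intensities to rhodamine-equivalent concentration using a six-point on-plate rhodamine series.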
Hsp90 Hop PPI: qHTS Assay for Disrupters of an Hsp90 Co-Chaperone Interaction; actives 0.44% (n = 71,000); Hsp90 C-terminal peptide / TPR2A (Hop) interaction, human; AlphaScreen TPR2A-His6 binding biotin-Hsp90 C-terminal peptide; Potency, µM (titrated, usually from 57 µM), for the others: at the top dose activity change, negative = inhibition; active = well fitted curve in either direction with a large enough effect; inconclusive = small, poorly fitted or top-dose-only effect, or another doubt; also: potency is read from the fitted curve at half-maximal effect; % is scaled to controls: 0 for no effect and ±100 for the full control effect; many of its hits are not listed in these tables
Tau filament bind: qHTS Assay for Tau Filament Binding. Microtubule-associated protein tau (Homo sapiens), P10636. Potency, µM (titrated, usually from 57.1 µM), inactives show at the highest dose activity change, negative = inhibition. actives 2% (n = 71,000). recombinant tau filaments, thioflavin S fluorescence, 15 h; filaments grown with octadecylsulfate alongside compound. AID 596, 2007;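 also: potency is read from the fitted curve at half-maximal effect; % is scaled to controls: 0 for no effect and ±100 for the full control effect; actives lower thioflavin S fluorescence by blocking filaments or displacing dye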
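Tau 2 uM in ThS buffer dispensed; compound added; 60 uM ODS added (finals 1 uM tau, 30 uM ODS); 15 h 37 C; fluor ex450/em510.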
HBB splicing: qHTS Assay for Modulators of Hemoglobin Beta Chain Splicing | HBB splicing reporter cell assay, activation; EGFP reporter with mutant IVS2-654 intron; response scale: normalised to 500 nM splice-correcting PNA | Potency, µM (titrated, usually from 46.1 µM), for inactives: at the top dose activation, usual class: activators | actives 0.06% (n = 65,000) | AID 925, 2007; also: potency is read from the fitted curve at half-maximal effect; 0% is about no effect
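HeLa cells stably expressing EGFP interrupted by mutant beta-globin intron 2 (IVS2-654), 500/well in 2% FCS. Treated with compound for 2 days at 37C. Splicing correction scored as total well GFP intensity (488 nm excitation, 500-520 nm emission); 500 nM antisense PNA served as control.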
HADH2 inh: qHTS Assay for Inhibitors of HADH2 (Hydroxyacyl-Coenzyme A Dehydrogenase, Type II); 3-hydroxyacyl-CoA dehydrogenase type-2 (Homo sapiens), Q99714; recombinant HADH2, NADH fluorescence, beta-hydroxybutyryl-CoA; Potency, µM (top dose mostly 57.1 µM), without a hit: top-dose activity change, negative = inhibition, usual class: inhibitors; actives 3.4% (n = 73,000); AID 886, 2007; also: potency is read from the fitted curve at half-maximal effect; % is scaled to controls: 0 for no effect and ±100 for the full control effect; nearly all actives have a fitted effect of over 60% in size; many of its hits are not listed in these tables
Target sequence (Q99714 whole entry, looked up, one chain of several): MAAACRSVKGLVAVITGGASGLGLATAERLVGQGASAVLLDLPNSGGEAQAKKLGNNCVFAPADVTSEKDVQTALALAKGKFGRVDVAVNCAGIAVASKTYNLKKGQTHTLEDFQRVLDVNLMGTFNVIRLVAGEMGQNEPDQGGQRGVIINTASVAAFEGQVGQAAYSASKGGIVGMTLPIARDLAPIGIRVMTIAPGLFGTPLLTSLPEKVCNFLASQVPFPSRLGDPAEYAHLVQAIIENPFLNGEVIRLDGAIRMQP
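20 nM HADH2 + cpd, 15 min RT; add 1 mM NAD+/90 uM beta-hydroxybutyryl-CoA; kinetic fluorescence 360/450 nm, 4 min. Tris-HCl pH 9.0, 0.01% Tween-20.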
Numbers without * were called inactive; i = inactive; ? = inconclusive; / = not tested or not shown; [ ] = dose if it differs, or a comment. Unless noted, calls follow the shape of the dose curve; as a rule, active = well fitted curve in the direction sought with a large enough effect; inconclusive = small, poorly fitted or top-dose-only effect, or another doubt; inactive = no such curve, though single readings can be large; an effect the other way counts as inactive or inconclusive.

SMILES	CRE Fsk mod	FLuc inh	ERK AVP inh	DNA Pol III inh	Texas Red fluor	ALOX15 inhib	Rhodamine fluor	Hsp90 Hop PPI	Tau filament bind	HBB splicing	HADH2 inh
Cc1ccccc1-c1nc(N(C)Cc2ccco2)c2ccccc2n1	-1%	-1%[2.29 µM]	-13%	0%	i	-26%	i	?	-2%	-0.2%	-1%
CCCCc1ccc2nc(NC(=O)OC)[nH]c2c1	0.25µM*	-5%[25.5 µM]	20%[25.7 µM]	-6%[25.6 µM]	i	0%[25.6 µM]	i	-2%[26 µM]	-1%[25.6 µM]	-0.7%[20.6 µM]	0%[25.6 µM]
Cc1ccccc1C1CC(c2ccccc2OC(F)F)Nc2ncnn21 (stereo not given)	?	0%	11%	0%	i	23%	i	0%	-5%	-0.6%	-4%
O=C(CCS(=O)(=O)c1cccc2nsnc12)NCc1ccccc1	-11%	2%	-3%	1%	i	2%	i	0%	-2%	-0.4%	-22%
O=C(Cn1cc2c(n1)CCCC2)NCC1CCCO1 (stereo not given)	2%	0%	-7%	-8%	/	2%	/	-2%	0%	0.0%	-3%
Oc1ccccc1-c1nnc(COc2ccccc2)o1	-13%	-19%	55%[activator]	-4%	/	-24%	/	7%	8%	-0.6%	13%
Cc1n[nH]c(C)c1S(=O)(=O)N1CCCC(C(=O)Nc2nccs2)C1 (stereo not given)	-3%	2%	12%	-1%	i	6%	i	-2%	0%	-1.0%	2%
CCCCCCCC(=O)OCC(COC(=O)CCCCCCC)OC(=O)CCCCCCC	-7%	/	21%	3%	/	4%	/	4%	-3%	-0.1%	10%
COc1ccc(-c2nc3cnc(N(C)C)nc3n(C)c2=O)cc1	2µM*	-8%[11.4 µM]	36%	-1%	i	-3%	i	-3%	181%	-0.2%	4%
Cc1nc(N2CCOCC2)c2nc(-c3ccccc3)n(CCCN3CCCCC3C)c2n1 (stereo not given)	1%	/	-13%	2%	/	4%	/	-8%	54%	-0.7%	-2%
CCC(c1nnnn1Cc1ccc2c(c1)OCO2)N1CCN(c2ccc(F)cc2)CC1 (stereo not given)	4%	2%	6%	-2%	i	-1%	i	-4%	9%	/	0%
O=S(=O)(c1ccc(NC2CCCCC2)cc1)N1CCOCC1	3%	1%	1%	-3%	i	-3%	i	1%	-2%	-0.6%	-4%
Cc1nnc(NC(=O)CSc2nnc(Cc3cccn3C)n2C)s1	-7%	2%	/	-1%	/	5%	/	1%	15%	-0.4%	-19%
Cc1ccc(N2CCN(CC(O)COC3CCCCC3)CC2)cc1 (stereo not given)	0%	0%	-5%	-2%	?	-2%	i	-1%	-2%	0.5%	8%
Cc1cc(=O)[nH]c(/N=C(/NC(=O)c2ccccc2)Nc2ccc3c(c2)OCCO3)n1	11%	0%	5%	1%	i	10%	i	0%	16%	-0.7%	9%
CC(=O)Nc1cccc(NC(=O)C2CCCN2C(=O)Nc2ccc(C)cc2)c1 (stereo not given)	-2%	-2%	1%	-4%	i	5%	i	-2%	10%	0.2%[57.5 µM]	3%
CN(C)C(=O)N1CCCC(C(=O)NCc2ccccc2Cl)C1 (stereo not given)	-5%	1%	41%	2%	i	0%	i	?	-13%	-1.1%	1%
COc1ccc(OCC(=O)N2CC3(C)CC2CC(C)(C)C3)cc1 (stereo not given)	-2%	-8%	8%	-3%	/	-11%	/	-1%	-1%	-3.0%	1%
CC(=O)c1c(C)n(-c2ccc(N(C)C)cc2)c2ccc(OCC(N)=O)cc12	?	2%	?	-4%	i	-10%	i	-17%	30%	/	6%
c1ccc2c(c1)nc1n2CN(Cc2ccc3c(c2)OCO3)CN1	4%	1%	-5%	-4%	?	16%	i	0%	-3%	0.2%[57.5 µM]	5%
CC(C)CCNC(=O)CN(CC1CCCO1)C(=O)CCC(=O)Nc1ccccn1 (stereo not given)	-5%	3%	-11%	1%	i	11%	i	-1%	-15%	-0.3%[57.5 µM]	-4%
COc1ccc2c(Cc3c4ccccc4cc4ccccc34)cncc2c1O	15%[7.6 µM]	2%[11.4 µM]	-11%[11.5 µM]	-10%[11.4 µM]	i	0%[11.4 µM]	i	-10%[11 µM]	-20%[11.4 µM]	0.6%[9.22 µM]	-24%[11.4 µM]
NC(=O)C1CCN(CC(=O)N2c3ccccc3CCc3ccccc32)CC1	0%	0%	11%	0%	i	13%	i	-1%	1%	6.4%[1.84 µM]	7%
Cc1ccc(OCCN2CCCCCC2)c(C)c1	1%	2%	13%	0%	/	-7%	/	-3%	-16%	0.5%	5%
CCc1c(C)nc(Nc2nc(C)c3cc(OC)ccc3n2)[nH]c1=O	?	1%	-4%	-2%	?	-4%	i	-3%	-21%	/	11%

Brought forward from above: 2 entries, then new ones.
SMILES	CRE Fsk mod	FLuc inh	ERK AVP inh	DNA Pol III inh	Texas Red fluor	ALOX15 inhib	Rhodamine fluor	Hsp90 Hop PPI	Tau filament bind	HBB splicing	HADH2 inh
Cc1ccc(OCCN2CCCCCC2)c(C)c1	1%	2%	13%	0%	/	-7%	/	-3%	-16%	0.5%	5%
CCc1c(C)nc(Nc2nc(C)c3cc(OC)ccc3n2)[nH]c1=O	?	1%	-4%	-2%	?	-4%	i	-3%	-21%	/	11%
CNC(=O)CN1C(=O)CSc2ncccc21	3%	1%	-2%	7%	/	8%	/	1%	-3%	0.0%	-7%
CC(=O)OCC(=O)Nc1ccc(Cl)cc1Cl	-6%	1%	-18%	0%	i	6%	i	1%	-5%	0.0%[57.5 µM]	-9%
C[C@@H]1/C=C\CC(=O)OC[C@H](C)C(=O)N[C@@H](C)C(=O)OC1	/	0%[11.4 µM]	7%[11.5 µM]	/	/	7%[11.4 µM]	/	/	/	4.5%[9.22 µM]	12%[11.4 µM]
Cc1cccc(N2CCN(C(=O)c3ccc(Cl)c(S(=O)(=O)NCc4ccco4)c3)CC2)c1C	19%	0%	-27%	-3%	i	-17%	i	-14%	7%	-1.5%	6%
O=C(O)c1ccc(NC(=O)c2cccs2)cc1	-2%	1%	-3%	-8%	i	4%	i	-2%	4%	5.0%	-11%
COc1cccc(-n2c(SCC(=O)NCCc3ccccc3)nnc2-c2ccoc2C)c1	-22%	2%	5%	-6%	?	-7%	i	-4%	11%	-4.8%	-6%
COc1ccccc1C(=O)NCCCn1cc(Br)c(C)n1	-3%	0%	4%	-5%	?	1%	i	-10%	-10%	-1.3%	14%
CCOCCCn1c(=NC(C)=O)c(C(=O)OCC)cc2c(=O)n3ccccc3nc21	13µM*	2%	-20%	0%	i	4%	i	-4%	-19%	-0.2%[0.369 µM]	32µM*
COc1ccc(NC(=O)N2CC3(CCN(C(=O)c4ccco4)CC3)C2)cc1	-5%	0%[11.4 µM]	2%	-5%	i	1%	i	-3%	-2%	5.0%	-2%
Cc1nnc2n1NC(c1ccc(Cl)cc1)C(C(=O)N(C)C1CCCCC1)S2 (stereo not given)	-3%	1%	-17%	-4%	i	9%	i	-4%	3%	0.0%[57.5 µM]	12%
COC(=O)c1c(NC(=O)Cc2cccs2)sc(C(=O)N2CCCCC2)c1C	?	0%	?	-10%	i	-6%	i	-3%	6%	/	0%
CC(=O)Nc1cccc(-c2csc(NCc3ccco3)n2)c1	6%	-18%	8%	0%	i	-14%	i	-8%	4%	1.3%	?
Cc1cc(=O)n2c(C)n[nH]c2n1	-10%	5%	0%	-1%	i	1%	i	2%	-7%	-3.7%[57.5 µM]	-3%
O=C(NCC1CCCO1)c1ccccn1 (stereo not given)	-5%	2%	-16%	-6%	i	-2%	i	-3%	7%	0.8%	3%
Cc1cc(C2C(=O)CC(=O)CC2c2ccccc2)on1 (stereo not given)	-12%	4%	32%[activator]	-5%	i	-20%	i	-1%	-5%	/	-7%

Screening data from PubChem BioAssay.

This is a subset, so the mix of outcomes need not match the whole.
